Mtb RmlCD inh: inhibitors of Mycobacterium tuberculosis RmlC and RmlD coupled enzymes | P9WH09+P9WH11 | RmlC+RmlD coupled enzyme assay, percent inhibition; primary screen in compound mixtures | inhibition, % at 3.6 µM | 160,000 compounds, 0.03% hits | AID 1533; in the data active = inhibition mostly above about 34%, no sharp cut-off; also: some results filed as inactive read as strong as hits
Target sequence (P9WH09 whole entry, looked up): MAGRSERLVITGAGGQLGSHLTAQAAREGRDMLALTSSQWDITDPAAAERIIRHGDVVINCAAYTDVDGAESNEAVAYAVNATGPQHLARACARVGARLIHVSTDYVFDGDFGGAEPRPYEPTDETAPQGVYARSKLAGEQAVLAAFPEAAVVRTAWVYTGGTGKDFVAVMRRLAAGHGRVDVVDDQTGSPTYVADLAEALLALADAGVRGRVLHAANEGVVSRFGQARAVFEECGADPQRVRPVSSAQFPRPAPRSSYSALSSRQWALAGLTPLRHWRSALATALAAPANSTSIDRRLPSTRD
Target sequence (P9WH11 whole entry, looked up): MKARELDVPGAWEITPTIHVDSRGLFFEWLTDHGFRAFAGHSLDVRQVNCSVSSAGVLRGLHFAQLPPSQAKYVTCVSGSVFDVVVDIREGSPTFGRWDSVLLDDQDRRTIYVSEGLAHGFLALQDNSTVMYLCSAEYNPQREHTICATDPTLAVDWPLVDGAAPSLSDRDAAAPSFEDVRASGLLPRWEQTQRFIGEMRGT
M. tuberculosis GlmU: inhibition of mycobacterial GlmU enzyme – biochemical, glucosamine-1-phosphate acetyltransferase (AID 1376) | one-dose inhibition, %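 (tested at 30 µM in the primary screen)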; IC50 in µM for titrated hits | M. tuberculosis GlmU acetyltransferase enzyme assay; higher % means a stronger effect | 220,000 compounds, 0.25% hits; in the data active = inhibition above about 13%;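 also: 0% = complete reaction with vehicle and 100% = reaction without substrate; strong numbers were not always called active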
Active calls of the source: *; x = not tested or not shown. Not all compounds are listed, so the mix of outcomes need not match the whole.

| Compound | Mtb RmlCD inh | M. tuberculosis GlmU |
| --- | --- | --- |
| CCOc1cc(N2CCOCC2)c(OCC)cc1NC(=O)C1=NN(c2cccc(C)c2)C(=O)CC1 | -8 | -1.0% |
| COC(=O)[C@H](CCSC)NC(=O)NCc1cccs1 | 4 | 2.2% |
| CCCCCn1c(CN2CCN(C(=O)OCC)CC2)nc2c1c(=O)n(C)c(=O)n2C | x | -0.1% |
| O=C(CN(c1ccccc1)S(=O)(=O)c1ccccc1)NCCSCc1ccco1 | x | 0.9% |
| O=C(COC(=O)C1(c2ccc(F)cc2)CCCC1)N1CCOCC1 | -4 | -2.6% |
| Nc1ccc[n+](Cc2ccccn2)c1 | 23 | 1.6% |
| Cn1nc(C(=O)OCCN2C(=O)c3ccccc3C2=O)c2ccccc2c1=O | x | -1.8% |
| Cc1nc(-c2cccc(-c3noc(C)n3)c2)no1 | 20 | 4.7% |
| CSc1ccc(/C=N/NC(=O)c2ccccc2Cl)cc1 | x | -0.2% |
| CC(=O)NN1C(=O)/C(=C\c2ccc(Br)o2)SC1=S | x | 4.0% |
| CSC(=O)CC(=O)NC(=O)c1ccccc1 | x | 1.0% |
| COc1ccccc1N1C(=O)C2CC=CC(C)C2C1=O (stereo unspecified) | x | 0.8% |
| COc1ccc(N2CCN(C(=O)Cn3c(=O)[nH]c4ccccc4c3=O)CC2)cc1 | -14 | -3.6% |
| C=CCn1c(=O)c(C(=O)NCCNCC)c(O)c2ccccc21 | 7 | -1.9% |
| CCC(C)[C@H](NC(=O)N1CCCC1)C(=O)O (stereo partly specified) | 62 | -2.3% |
| CC(=O)Nc1ccc2c(CSc3nnc(-c4cccnc4)n3-c3ccc(C)cc3C)cc(=O)oc2c1 | 6 | 4.3% |
| CCC(=O)N1c2ccccc2[C@@H](N(C(C)=O)c2ccccc2)C[C@H]1C | 2 | 2.3% |
| CC1=C(C(=O)OCc2ccc3c(c2)OCO3)C(c2ccccc2)NC(=O)N1 (stereo unspecified) | x | 3.8% |
| CN1C(=O)CSC1=NC12CC3CC(CC(C3)C1)C2 | -9 | -1.4% |
| NC(=O)C1CCN(c2nc(-c3ccccc3)nc3c2oc2ccccc23)CC1 | 0 | 6.2% |
| Cn1c(SC/C=C/c2ccccc2)nnc1-c1cnccn1 | -59 | 6.2% |
| Cc1cc(C)nc(SCCC(=O)Nc2ccc(F)cc2)n1 | 1 | 2.2% |
| O=C(CCn1c(=O)c2sccc2n(Cc2cc(=O)n3ccccc3n2)c1=O)NCc1ccco1 | -7 | 6.5% |
| O=C(O)c1ccc(OCC(O)Cn2c3ccccc3c3ccccc32)cc1 (stereo unspecified) | x | 5.4% |
| Cn1cc([N+](=O)[O-])c(C(=O)N/N=C/c2ccccc2)n1 | -1 | 3.5% |
| C=CCNC(=S)NCC1COc2ccccc2O1 (stereo unspecified) | -10 | 2.1% |
| S=c1[nH]nc(-c2ccco2)n1/N=C/c1ccc(Cl)cc1Cl | x | 4.3% |
| N[C@@H]1CONC1=O | 9 | -1.8% |
| O=C(NCc1ccccn1)c1cn(CCc2ccccc2)nn1 | x | 4.5% |
| CCCN1Cc2cccc(C(N)=O)c2C1=O | x | 2.1% |
| O=C(/C=C/c1cn(CC(O)CN2CCCCC2)c2ccccc12)c1ccccc1 (stereo unspecified) | 19 | -11% |
| O=C(NCC1CCN(S(=O)(=O)c2ccccc2)CC1)Nc1ccccc1 | x | -3.8% |
| Cc1nc(N)[nH]c(=O)c1CCC(=O)OCC(C)C | x | 2.8% |
| Cc1cc(C(=O)COC(=O)c2ccc[nH]c2=O)c(C)n1-c1ccccc1F | 7 | -0.9% |
| COc1ccccc1NC(=O)N1CCN(c2cc(-c3ccccc3)nc3ncnn23)CC1 | -9 | 2.2% |
| COc1ccc(NC(=O)Cc2coc3cc(C)c(C(C)C)cc23)cc1S(=O)(=O)N1CCOCC1 | 5 | -3.5% |
| CC(C)n1nnnc1-c1ccc(Cl)cc1 | -3 | -3.1% |
| Cc1cc(Nc2nnnn2-c2ccccc2)n(-c2ccc(Cl)cc2)n1 | 16 | 4.8% |
| COc1ccc2c(c1[N+](=O)[O-])CCC/C2=N/OC(=O)c1ccccc1SC | x | 2.3% |
| O=S(=O)(CCN1CCCCC1)Oc1ccc(Cl)cc1Cl | 1 | 2.4% |
| C=CCNC(=S)N/N=C/c1ccc(-c2cccc([N+](=O)[O-])c2)o1 | -4 | -3.0% |
| Cc1ccc(Cl)c(NC(=O)CN2CCN(C=O)CC2)c1 | 1 | -3.5% |
| CCOC(=O)c1c(NC(=O)CN(C)C)sc(C(=O)N(CC)CC)c1C | x | 0.9% |
| O=C(CCCn1c(=O)[nH]c2ccsc2c1=O)NCc1cccs1 | 8 | 1.8% |
| Cc1cc(C)n2nc(C(=O)N/N=C/c3ccco3)nc2n1 | -1 | -1.8% |
| CC(=O)N(CC(=O)O)c1ccccc1 | -2 | 0.2% |
| Cc1ccc(S(=O)(=O)N2CCN(C(=O)COC(=O)c3cc(C)oc3C)CC2)cc1 | 5 | x |
| CCc1cccc(Nc2cnn(C34C[C@@H]5C[C@@H](CC(CC(=O)O)(C5)C3)C4)c(=O)c2Cl)c1 | 1 | -5.0% |
| COc1ccc(CCNC(=O)Cn2nnc(-c3cccc(OC)c3OC)n2)cc1OC | 4 | 2.3% |
| O=S(=O)(/C=C/c1ccccc1)NCc1ccccc1Cl | 14 | 6.2% |
| O=C(Nc1ccc(SC(F)(F)F)cc1)c1ccccn1 | 6 | -1.8% |
| Cc1csc(NC(CO)c2nc3ccccc3n2CCOCCO)n1 (stereo unspecified) | x | -0.6% |
| CCOC(=O)c1cnc2ccccc2c1Nc1cccc(C(=O)O)c1 | -8 | 3.5% |
| CC(=O)N1CCC(O)(c2cccc(C(F)(F)F)c2)CC1 | 5 | 2.5% |
| COc1ccc(CC(=O)Nc2cccc(C)n2)cc1OC | -11 | -2.4% |
| O=C(Nc1cccc2ccccc12)N1CCOCC1 | 12 | 9.0% |
| CC1=C(C(=O)Nc2cc(C)ccn2)C(c2ccc(C)cc2)C2=C(CCCC2=O)N1 (stereo unspecified) | 10 | 1.2% |
| O=C(Nc1ccc(F)cc1F)C1(c2cccs2)CCOCC1 | -5 | 1.2% |
| Cc1ccccc1NC(=S)NNC(=O)c1csc2c1CCC(C)C2 (stereo unspecified) | 5 | -0.1% |
| COc1cc(Cl)c(C)cc1NC(=O)COc1ccccc1[N+](=O)[O-] | x | 0.0% |

Carrying on:
The line under a structure holds: Mtb RmlCD inh, M. tuberculosis GlmU
C/C(=N\NC(=O)CC#N)C1COc2ccccc2O1 (stereo unspecified)
→ 17, -1.7%
COc1ccc(S(=O)(=O)N2CCN(CC(=O)Nc3ccc(F)c(F)c3)CC2)cc1
→ x, 2.8%
C1CN(c2nc3nonc3n3nnnc23)CCO1
→ x, 6.0%
Cc1cc(C)cc(OCc2nnc(N)s2)c1
→ 25, 5.6%
Cc1ccc(C(=O)NCCCn2ccnc2)cn1
→ 5, 6.9%
O=C(Nc1ccc(S(=O)(=O)N2CCCCC2)cc1)c1ccc(CN2CCOCC2)cc1
→ x, -3.8%
Cc1cccc(NCC(=O)N/N=C\c2cccc(Oc3ccccc3)c2)c1
→ -10, 5.1%
N=C(N)c1ccc(O)cc1
→ 10, -1.5%
Cc1ccc(CN2CCNC(=O)C2CC(=O)O)o1 (stereo unspecified)
→ x, 1.3%
CC(Oc1ccc(Cl)cc1Cl)c1ccnc(N)n1 (stereo unspecified)
→ 3, -8.7%
CCn1cc(C(=O)N2CCCCC2)c2ccccc21
→ x, 2.2%
Cc1ccc(-c2cn3nc(-c4ccccc4)c(-c4ccccc4)nc3n2)cc1
→ x, 2.0%
Cc1nccn1CC(=O)N/N=C/c1cccs1
→ -3, 3.3%
CC1=NNC(=O)C1CCC(=O)N/N=C/c1ccccc1 (stereo unspecified)
→ 20, -1.5%
CCOC(=O)Cc1csc(NC(=O)CSc2nnc(-c3ccncc3)n2Cc2ccco2)n1
→ x, -0.8%
COC(=O)c1ccc(OC)c(OC)c1Cl
→ -11, -2.1%
C/C(=N\NC(=O)C(=O)Nc1cc(Cl)ccc1Cl)c1ccncc1
→ 8, -0.4%
Cc1ccc(Nc2nc(Oc3ccc(=O)[nH]n3)nc(N(C)C)n2)cc1
→ x, -3.9%
Cc1nn(-c2ccccc2)c(C)c1/C=N/n1c(-c2ccc(C(C)(C)C)cc2)n[nH]c1=S
→ x, 1.2%
NC(=O)C1(N2CCCCC2)CCN(C(=S)Nc2cc(F)cc(F)c2)CC1
→ 7, 3.5%
Nc1nc(SCC(=O)Nc2cccc(Oc3ccccc3)c2)n[nH]1
→ 0, -3.5%
CCCCN=C(C)C1=C(O)CSC1=O
→ 9, 1.9%
O=C(O)C1C2CCCCC2=C2CCCCC2C1C(=O)O (stereo unspecified)
→ x, 9.4%
CCOC(=O)C1C(=O)CC(O)(c2ccccc2)CC1c1ccccc1 (stereo unspecified)
→ x, -5.0%
O=C(NN=C1C2CC3CC(C2)CC1C3)c1ccccc1O
→ -11, 6.1%
Cc1ccc(S(=O)(=O)N2CCCCC2)cc1NC(=O)C1CCCO1 (stereo unspecified)
→ 66, -8.1%
CN(N=Nc1cccc([N+](=O)[O-])c1)c1cccc([N+](=O)[O-])c1
→ -5, -2.5%
COc1ccc(C2CC(c3ccccc3)=NN2S(=O)(=O)c2ccccc2)cc1 (stereo unspecified)
→ 6, -2.5%
c1cncc(CNc2c3c(nc4nnnn24)CCCC3)c1
→ x, 1.7%
CCOCCCNC(=O)C1c2cc(OC)c(OC)cc2C(=O)N2CCCCC12 (stereo unspecified)
→ 7, 2.2%
O=C(Nc1nc2c(s1)CCc1ccccc1-2)c1cccs1
→ x, 0.3%
O=C(NCCc1c[nH]c2ccccc12)c1c(Cl)nc2sccn12
→ -11, -4.7%
COc1ccc(S(=O)(=O)NC2CCCCC2)c(C)c1C
→ 9, 11%
COc1ccccc1NC(=O)c1ccc(NC(=O)CN2C(=O)CN(C)C2=O)cc1
→ 5, -1.9%
CCC(=O)N1CCN(c2ccccc2NC(=O)COc2cc(C)ccc2C(C)C)CC1
→ -5, -4.7%
O=C(OCc1ccc(Cl)cc1Cl)c1cccnc1Cl
→ 4, 0.2%
Cc1ccc(C)n1-c1c(C(=O)NN)cnn1-c1ccccc1
→ 7, -3.2%
CSc1ccc(C(=O)C2CCCN(C(=O)c3cccc(N4CCOCC4)c3)C2)cc1 (stereo unspecified)
→ 4, 1.5%
CCCCOc1ccc(C(=O)N/C(=C/C=C/c2ccccc2)C(=O)O)cc1
→ -13, 5.4%
CC(C)C(=O)Nc1cccc(C(=O)OCC(=O)c2ccc(Cl)cc2Cl)c1
→ -1, 3.8%
CSc1nc(-c2ccc(Cl)cc2)nn1S(=O)(=O)c1ccc(Cl)cc1
→ x, 3.5%
Cc1cc(NC(=O)CSc2ncccc2C(=O)O)no1
→ x, 1.2%
S=c1[nH]nc(-c2ccccc2)n1C1C=CCCC1 (stereo unspecified)
→ x, 7.3%
COC(=O)c1cc(=O)n(Cc2cccs2)c(=NCc2cccs2)s1
→ 0, 1.1%
COCCSc1nc(N)c(NC(=O)c2ccc(OC)cc2)c(=O)[nH]1
→ x, -0.6%
O=C(N/C(=C/c1ccc(Br)cc1)C(=O)N1CCCC1=O)c1ccco1
→ -49, 2.1%
CCOC(=O)C1=C(O)/C(=C\c2cc(C)n(-c3ccc(F)cc3)c2C)N=C1C
→ 9, 1.9%
COc1ccc(-c2ccc(-c3noc(C)n3)c(OC)n2)cc1
→ 5, -2.8%
CCOC(=O)C(NC(=O)Nc1cccc(C)n1)(OCC(F)(F)F)C(F)(F)F (stereo unspecified)
→ -4, -3.2%
Oc1ccccc1CNc1cccc2cccnc12
→ x, -0.6%
O=C(NNC(=O)C1CCCCC1)C(=O)NC1CCCCC1
→ 5, 3.7%
Oc1c(Cl)cc(Cl)c2cccnc12
→ -5, 11%
CC(C)(C)C(=O)CSc1ncnc2c1cnn2-c1ccccc1
→ x, -1.2%
COc1ccc(N2C(=O)CC(Sc3ncn[nH]3)C2=O)c(OC)c1 (stereo unspecified)
→ -6, 9.0%
COc1ccc(S(=O)(=O)N2CCCCC2)cc1NC(=O)c1cccnc1SC
→ x, 3.5%
Cc1nc(NC(=O)COC(=O)CCC(=O)c2cccs2)c(Cl)cc1Cl
→ x, 2.7%
Cc1cc(C)nc(SCc2ccc(C(=O)N/N=C/c3cccnc3)cc2)n1
→ -1, -1.6%
CCc1ccc(CN(C)C(=O)CCc2nnc(-c3ccc(-c4ccccc4)cc3)o2)nc1
→ -10, -0.5%
COc1ccc(OC)c(-c2cc(C(=O)Nc3cc(C)on3)no2)c1
→ -1, -2.7%
CC(C)=CCc1cc2c(=O)c3c(O)c4c(cc3oc2c(O)c1O)OC(C)C4(C)C (stereo unspecified)
→ x, -0.3%
CC(C)NC(=O)c1c(CSc2ccccc2)noc1C(=O)NCc1ccccc1
→ 8, -0.4%

Some of these compounds in order of length of the SMILES, descending.
The line under a structure holds: Mtb RmlCD inh, M. tuberculosis GlmU
CC(C)=CCc1cc2c(=O)c3c(O)c4c(cc3oc2c(O)c1O)OC(C)C4(C)C (stereo unspecified)
→ x, -0.3%
CC(C)NC(=O)c1c(CSc2ccccc2)noc1C(=O)NCc1ccccc1
→ 8, -0.4%
COc1ccc(OC)c(-c2cc(C(=O)Nc3cc(C)on3)no2)c1
→ -1, -2.7%
O=C(Nc1nc2c(s1)CCc1ccccc1-2)c1cccs1
→ x, 0.3%
O=C(NNC(=O)C1CCCCC1)C(=O)NC1CCCCC1
→ 5, 3.7%
Oc1ccccc1CNc1cccc2cccnc12
→ x, -0.6%

Assay outcomes deposited in PubChem by several laboratories.
